# Pin1 inh = qHTS Assay to Find Inhibitors of Pin1. Pin1 FP peptide displacement, HiFluor488, 10 min. Potency, µM (titrated, usually from 115 µM), for inactives: at the highest dose activity, negative = inhibition, hits mostly inhibitors. 390,000 tested, 0.009% active; active means well fitted inhibition curve with a large enough effect in the polarisation, with a control signal flat, not every such curve was filed as active; inconclusive means small, poorly fitted or top-dose-only effect, or effect the other way, or a change in a side signal; inactive means no such curve, though single readings can be large or run the other way; the % refers to the polarisation; further: potency means the concentration at half of the fitted maximal effect; on the % scale 0 is the no-effect control and ±100 the full control effect
# Target sequence (Q13526 whole entry, looked up): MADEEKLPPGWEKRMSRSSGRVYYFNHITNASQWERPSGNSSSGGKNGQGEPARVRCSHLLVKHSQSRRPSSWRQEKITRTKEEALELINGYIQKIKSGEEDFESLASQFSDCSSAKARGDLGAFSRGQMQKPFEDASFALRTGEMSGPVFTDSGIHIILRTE
# USP1-UAF1 inh = Inhibitors of USP1/UAF1: Primary Screen. Potency, µM (series often up to 57.1 µM), for inactives: top-dose activity change, negative = inhibition, usual class: inhibitors. Ubiquitin carboxyl-terminal hydrolase 1 (Homo sapiens), O94782. AID 743255, 2014. recombinant USP1/UAF1, Ub-Rhodamine cleavage fluorescence. 390,000 tested, 0.23% active; further: potency means the concentration at half of the fitted maximal effect; on the % scale 0 is the no-effect control and ±100 the full control effect; nearly all actives have a fitted effect of over 60% in size; inactives centre near -12
#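 High-throughput fluorogenic screen: 1nM USP1/UAF1 complex, Ub-Rho substrate 150nM final, 50mM HEPES pH 7.8 with 0.5mM EDTA, 0.1 mg/ml BSA, 1mM TCEP and 0.01% Tween-20.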
# TrxR1 substrate = qHTS Assay for Substrates of Mammalian Selenoprotein Thioredoxin Reductase 1 (TrxR1): qHTS. 390,000 tested, 0.01% active. Thioredoxin reductase 1, cytoplasmic (Rattus norvegicus), O89049. purified TrxR1 substrate turnover, NADPH consumption readout. Potency, µM (doses to about 114 µM), without a hit: at the highest dose activity change, negative = substrate turnover; further: potency means the concentration at half of the fitted maximal effect; on the % scale 0 is the no-effect control and ±100 the full control effect; nearly all actives have a fitted effect of over 50% in size
# Target sequence (O89049 whole entry, looked up): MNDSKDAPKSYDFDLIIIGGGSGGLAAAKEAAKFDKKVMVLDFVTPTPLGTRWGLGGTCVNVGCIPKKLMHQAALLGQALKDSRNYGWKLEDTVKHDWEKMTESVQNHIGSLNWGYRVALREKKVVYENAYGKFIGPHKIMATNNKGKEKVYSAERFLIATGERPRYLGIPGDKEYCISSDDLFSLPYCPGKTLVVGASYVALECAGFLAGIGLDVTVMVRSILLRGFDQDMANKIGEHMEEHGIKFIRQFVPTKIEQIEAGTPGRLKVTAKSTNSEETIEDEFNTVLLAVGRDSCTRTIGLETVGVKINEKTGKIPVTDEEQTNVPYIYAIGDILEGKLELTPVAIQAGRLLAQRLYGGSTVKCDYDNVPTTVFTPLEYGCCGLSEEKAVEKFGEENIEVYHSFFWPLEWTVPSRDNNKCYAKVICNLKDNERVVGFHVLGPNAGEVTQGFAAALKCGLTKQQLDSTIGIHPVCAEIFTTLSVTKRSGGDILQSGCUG
#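 Rat TrxR1, dispensed at 90 nM, was prereduced with 400 uM NADPH (final) for 5 min at ~22 deg C, then incubated with compound 15 min before 400 uM selenite. A first-read NADPH fluorescence drop versus no-compound background flagged substrates.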
# mIDH1 inhibitor = qHTS for Inhibitors of mutant isocitrate dehydrogenase 1 (IDH1): qHTS; Potency, µM (titrated, usually from 76.6 µM), for the others: at the top dose activity change, negative = inhibition, actives largely listed as inhibitors; IDH1-R132H enzyme, NADPH consumption, diaphorase/resazurin fluorescence; 390,000 tested, 0.093% active; AID 602179, 2012; further: potency means the concentration at half of the fitted maximal effect; on the % scale 0 is the no-effect control and ±100 the full control effect; nearly all actives have a fitted effect of over 65% in size
#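 IDH1-R132H (0.5 ug/mL dispensed) in pH 7.5 Tris buffer was preincubated 30 min with compound, then given a substrate mix of 0.016 mM NADPH and 2 mM alpha-KG for 80 min at room temperature; remaining NADPH was read by diaphorase/resazurin fluorescence.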
# HP1b chromo inh = HTS for Inhibitors of HP1-beta Chromodomain Interactions with Methylated Histone Tails. Chromobox protein homolog 1 (Homo sapiens), P83916. Potency, µM (doses to about 114 µM), without a hit: top-dose activity change, negative = inhibition, most hits filed as inhibitors. 390,000 tested, 0.56% active. AlphaScreen HP1-beta / biotin-H3K9me3 peptide binding. AID 540317, 2011; further: potency means the concentration at half of the fitted maximal effect; nearly all actives have a fitted effect of over 70% in size; inactives centre near 23
# Target sequence (P83916 whole entry, looked up): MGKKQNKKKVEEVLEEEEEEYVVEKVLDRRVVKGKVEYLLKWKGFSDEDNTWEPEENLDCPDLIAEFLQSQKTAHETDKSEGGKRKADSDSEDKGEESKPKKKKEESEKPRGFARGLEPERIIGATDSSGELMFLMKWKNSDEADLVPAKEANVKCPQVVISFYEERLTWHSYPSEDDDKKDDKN
#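 Compound inhibition of the preformed complex between 50 nM HP1-beta and 50 nM biotinylated H3K9me3 peptide was read by AlphaScreen. Buffer was PBS pH 7.4 with 0.01% Tween-20. Incubations ran 30 min at room temperature, with 10 ug/mL donor/acceptor beads.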
# GLS inh = qHTS for Inhibitors of Glutaminase (GLS). Potency, µM (titrated, usually from 45.5 µM), inactives show at the top dose activity change, negative = inhibition, actives largely listed as inhibitors. AID 624170, 2012. 410,000 tested, 0.21% active. GLS enzymatic activity, qHTS titration; further: potency means the concentration at half of the fitted maximal effect; on the % scale 0 is the no-effect control and ±100 the full control effect
#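 hKGA; 45 mM KH2PO4 pH 8.2 + 0.02% Tween-20; cpd via pin tool; 1 mM Gln soln; GluOx/HRP/Amplex Red; RT 30 min; fluor. t0 & final.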
# PGK inhibitor = qHTS Assay to Find Inhibitors of Phosphoglycerate Kinase; Potency, µM (top dose mostly 57.5 µM), without a hit: at the top dose activity change, negative = inhibition, actives largely listed as inhibitors; 380,000 tested, 0.043% active; PGK/GAPDH coupled, Kinase-Glo luminescence, 60 min; further: potency means the concentration at half of the fitted maximal effect; on the % scale 0 is the no-effect control and ±100 the full control effect; nearly all actives have a fitted effect of over 60% in size
#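 Luminescent ATP detection (Kinase-Glo Plus) follows a 60-minute room-temperature incubation, with wells lacking PGK as controls. Buffer: 100 mM TEA (pH 7.6), 5 mM MgCl2, 0.01% Tween-20. Coupling enzyme GAPDH (100 nM final) supplies unstable 1,3-BPG in-well.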
# PI4K2A inh = qHTS for small molecular inhibitors of PI4K2A; Phosphatidylinositol 4-kinase type 2-alpha (Homo sapiens), Q9BTU6; purified PI4K2A, ADP-Glo luminescence, 1 h; hits give low values; activity change, negative = inhibition, % at 76.9 µM; 420,000 tested, 0.13% active; AID 1346378, 2018; in the data active means activity change below about -50%; inconclusive means mostly about -30% to -49%;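 further: -100% = wells without enzyme as full effect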
#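 ADP-Glo luminescence measured ADP generated by PI4K2A enzyme (4 ug/mL before mixing) with 1.2 mM PI substrate (pre-mix) and 300 microM ATP (pre-mix). Tris pH7.5 buffer with MgCl2, Triton X-100; 1 h reaction at ambient temperature.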
# TrxR1 inh = qHTS Assay for Inhibitors of Mammalian Selenoprotein Thioredoxin Reductase 1 (TrxR1): qHTS. Thioredoxin reductase 1, cytoplasmic (Rattus norvegicus), O89049. recombinant rTrxR1, NADPH fluorescence consumption, selenite substrate. Potency, µM (series often up to 114 µM), for inactives: top-dose activity change, negative = inhibition, hits mostly inhibitors. 390,000 tested, 1% active. AID 588453, 2011; further: potency means the concentration at half of the fitted maximal effect; on the % scale 0 is the no-effect control and ±100 the full control effect; nearly all actives have a fitted effect of over 65% in size
#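 Rat TrxR1 (90 nM in the dispensed reagent) was pre-reduced with 400 uM NADPH for 5 min at room temperature, then incubated with compound for 15 min. After 400 uM selenite was added, NADPH fluorescence (Ex 340/Em 450 nm) was followed for 8 min.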
# Numbers without * were called inactive; i = inactive; ? = inconclusive; . = no result given; [ ] = dose if it differs, or a comment. Unless noted, the call rests on the fitted dose curve; in most records, active means well fitted curve in the direction sought with a large enough effect; inconclusive means small, poorly fitted or top-dose-only effect, or another doubt; inactive means no such curve, though single readings can be large; an effect the other way counts as inactive or inconclusive. A portion of the library, so the mix of outcomes need not match the whole.
# Screens in order – Pin1 inh	USP1-UAF1 inh	TrxR1 substrate	mIDH1 inhibitor	HP1b chromo inh	GLS inh	PGK inhibitor	PI4K2A inh	TrxR1 inh
- CCc1cccc(C)c1NC(=O)CSc1nc2ccc(N3C(=O)c4ccccc4C3=O)cc2s1
    3%	-14%	-6%	0%	40%[activator]	-5%	-1%	-3	6%
- C=CCn1c(N)cc(=O)nc1SCC(=O)Nc1ccccc1
    0%	-17%	5%	-1%	23%	1%	0%	1	13%
- CN(CC(=O)Nc1sccc1C#N)S(=O)(=O)c1ccc(F)cc1
    ?	-9%	-8%[57.1 µM]	-7%	15%	13%	-3%	1	-17%[57.1 µM]
- Cc1sc2ncnc(SCC(=O)c3cccs3)c2c1C
    29%	-12%	14%	-3%	19%	21%	7%	0	19%
- O=C(c1ccco1)N1CCCC(Nc2ccc3c(c2)OCCO3)C1 (centres undefined)
    -4%	-23%	4%	-2%	18%	2%	-7%	-18	4%
- Cc1cccn2c(=O)c(C(=O)NCc3ccccc3Cl)c(O)nc12
    1%	4%	-1%	-3%	39%[activator]	-5%	i	5	8%
- O=C(O)C1OC(Oc2c(-c3ccc(O)c(O)c3)oc3cc(O)cc(O)c3c2=O)C(O)C(O)C1O (centres undefined)
    ?	9%	3%[57.1 µM]	-5%	?	32%[activator]	25µM*	-4	7%[57.1 µM]
- CC(=O)c1ccc2noc(-c3ccc(C)cc3)c2c1
    13%	-15%	8%	17%	105%[activator]	13%	-6%	-7	7.1µM*
- COc1ccc(NC(=O)CSc2n[nH]c(-c3ccco3)n2)cc1
    .	-7%	11%	0%	56%[activator]	4%	-10%	-2	19%
- Cc1ccc(-c2csc3ncn(CC(=O)OC(C)C)c(=O)c23)cc1
    -8%	-29%	2%	-5%	.	-12%	0%	3	37%
- CCN(C(=O)COC(=O)/C=C/c1ccc(F)cc1)C1CCCCC1
    -9%	-8%	-3%	-3%	13%	1%	10%	-6	4%
- Cc1ccccc1C(=O)Nc1cccc(C(=O)OCc2cc(=O)n3c(C)csc3n2)c1
    -4%	-13%	0%[57.1 µM]	-22%	19%	7%	i	-6	6%[57.1 µM]
- Cc1ccccc1NC(=O)Nc1ccc2c(c1)CCC2
    -2%	-22%	5%	7%	56%[activator]	-1%	-3%	-6	14%
- Cc1ccccc1-c1nnc(CN2CCN(c3cccc(C)c3C)CC2)o1
    49%[activator]	-17%	3%	-14%	48%[activator]	-3%	9%	0	7%
- Cc1cccc(OCC(=O)Nc2ccccc2N2CCCCC2)c1C
    0%	-24%	0%	7%	127%[activator]	3%	i	1	6%
- COC(=O)c1c(-c2ccccc2OC)sc2ccccc12
    -1%	?	10%	1%	126%[activator]	-1%	-8%	0	12%
- COc1ccc(C(=O)CCC(=O)Nc2cccnc2)cc1
    -4%	-13%	11%[57.1 µM]	4%	37%	1%	1%	4	21%[57.1 µM]
- COc1ccc(Cl)cc1C(=O)OCC(=O)Nc1cccnc1Cl
    37%[activator]	4%	2%	-6%	31%	22%	5%	-1	12%
- Fc1cccc(Nc2nc(Cl)nc(Cl)n2)c1
    8%	-15%	7%	7%	51%[activator]	-10%	-9%	?	11%
- CCc1c(C)nc2c(-c3ccccc3)c(C)[nH]n2c1=O
    8%	0%	12%[57.1 µM]	12%	13%	3%	-4%	-3	14%[57.1 µM]
- CC(C)COc1ccc(Br)cc1CNC(C)(C)C
    -3%	-25%	6%	-5%	35%	-4%	-3%	2	23%
- CC(=O)Nc1ccc(S(=O)(=O)N2CCN(C34CC5CC(CC(C5)C3)C4)CC2)cc1
    0%	-13%	-1%	1%	47%	13%	5%	-8	6%[57.1 µM]
- CCCCNC(=S)N(C)/N=C/c1c(F)cccc1F
    15%	-17%	-5%	1%	171%	5%	3%	3	-10%
- CCS(=O)(=O)N1CCC(C(=O)NCCCN2CCCC2)CC1
    0%	-18%	2%	-4%	36%	-14%	-8%	-2	0%
- C[C@@H](NC(=O)c1cc2c([nH]c3ccccc32)c(-c2ccccc2)n1)C(=O)O
    ?	-20%	55%[activator]	0%	31%	1%	-1%	-5	-11%
- C=CCc1ccc(OCCCN2CCCC(C)C2)c(OC)c1 (centres undefined)
    6%	-18%	-7%	-1%	-25%	-3%	-2%	1	-14%
- CCOC(=O)c1cc(=O)c2ccc(OCC(=O)Nc3ccccc3)cc2o1
    -4%	-21%	5%	8%	13%	1%	-7%	-6	12%
- CCc1cccc(CC)c1NC(=S)NCCc1ccc(O)c(O)c1
    -6%	0%	-9%	-1%	-15%	?	-6%	2	6.3µM*
- Cn1cnc([N+](=O)[O-])c1Nc1cccc(O)c1
    -2%	1%	-12%	0%	1%	22%	-2%	0	-22%
- Cc1ccc(NC(=O)CCOc2ccccc2C)cc1C
    ?	-5%	0%	-8%	50%[activator]	-6%	6%	0	8%
- CCOC(=O)C1C(c2cc(OC)c(O)c(OC)c2)NC(=S)NC1(O)C(F)(F)F (centres undefined)
    2%	0%	-9%	2%	40%[activator]	6%	i	4	?
- Cc1ccccc1CN1C(=O)c2ccccc2S1(=O)=O
    -8%	-12%	-7%	-3%	38%	-12%	-9%	-3	22%
- S=C(NCCN(C1CCCCC1)C1CCCC1)Nc1cccc(Cl)c1
    -7%	-9%	-4%	-11%	-18%	14%	i	6	3%[57.1 µM]
- CCOC(=O)C1CCN(C(=O)COc2ccc(S(=O)(=O)N3CCOCC3)cc2C)CC1
    -2%	4%	-2%[57.1 µM]	2%	21%	-1%	0%	2	1%[57.1 µM]
- Cc1ccc(NC(=O)NCCc2ccc(S(N)(=O)=O)cc2)cc1
    -9%	7%	4%[57.1 µM]	1%	12%	0%	-5%	-5	9%[57.1 µM]
- Cc1ccccc1C(=O)N1CCc2c([nH]c3ccccc23)C1C(F)(F)F (centres undefined)
    4%	7%	5%[57.1 µM]	-3%	?	-1%	-4%	7	-9%
- O=C(NC(=S)Nc1ccc2oc(-c3cccnc3)nc2c1)c1cccc(Cl)c1
    19%	7%	-10%	-2%	29%	-2%	1%	-9	-14%
- O=C(NCc1nnc(SCC(=O)N2CCCCCC2)o1)c1ccco1
    1%	-13%	21%[57.1 µM]	5%	39%	-2%	-2%	1	17%[57.1 µM]
- CCN(CC)Cc1c(C(=O)N/N=C/c2cccc(OCc3cccc(Cl)c3)c2)nnn1-c1nonc1N
    16%	-1%	-3%	5%	-3%[57 µM]	1%	1%	3	29%
- CN1CCN(C(=O)c2cnn(-c3cccc(Cl)c3)c2C2CCN(C(=O)OC(C)(C)C)CC2)CC1
    -6%	-7%	-2%	-1%	27%	-3%	-8%	-2	10%

# 8 entries from above, arranged by molecular weight, descending.
# Screens in order – Pin1 inh	USP1-UAF1 inh	TrxR1 substrate	mIDH1 inhibitor	HP1b chromo inh	GLS inh	PGK inhibitor	PI4K2A inh	TrxR1 inh
- CCN(CC)Cc1c(C(=O)N/N=C/c2cccc(OCc3cccc(Cl)c3)c2)nnn1-c1nonc1N
    16%	-1%	-3%	5%	-3%[57 µM]	1%	1%	3	29%
- CN1CCN(C(=O)c2cnn(-c3cccc(Cl)c3)c2C2CCN(C(=O)OC(C)(C)C)CC2)CC1
    -6%	-7%	-2%	-1%	27%	-3%	-8%	-2	10%
- CCOC(=O)C1CCN(C(=O)COc2ccc(S(=O)(=O)N3CCOCC3)cc2C)CC1
    -2%	4%	-2%[57.1 µM]	2%	21%	-1%	0%	2	1%[57.1 µM]
- CCOC(=O)C1C(c2cc(OC)c(O)c(OC)c2)NC(=S)NC1(O)C(F)(F)F (centres undefined)
    2%	0%	-9%	2%	40%[activator]	6%	i	4	?
- Cc1ccccc1C(=O)N1CCc2c([nH]c3ccccc23)C1C(F)(F)F (centres undefined)
    4%	7%	5%[57.1 µM]	-3%	?	-1%	-4%	7	-9%
- Cc1ccc(NC(=O)NCCc2ccc(S(N)(=O)=O)cc2)cc1
    -9%	7%	4%[57.1 µM]	1%	12%	0%	-5%	-5	9%[57.1 µM]
- Cc1ccccc1CN1C(=O)c2ccccc2S1(=O)=O
    -8%	-12%	-7%	-3%	38%	-12%	-9%	-3	22%
- Cc1ccc(NC(=O)CCOc2ccccc2C)cc1C
    ?	-5%	0%	-8%	50%[activator]	-6%	6%	0	8%

# Compound activity deposited in PubChem by National Center for Advancing Translational Sciences (NCATS).
